Casp6 inh: inhibitors of human caspase-6 | P55212 | purified caspase-6, Z-VEID-R110 cleavage fluorescence | inhibition, % at 12.5 µM | 350,000 compounds, 0.53% hits | AID 686996;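 active = mean inhibition across replicates at least about 35%, with every replicate also reaching that limit, limit read from the data; inconclusive = only one of the two criteria met; inactive = neither criterion met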;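 also: 0% = median of neutral control wells and 100% = no fluorescence left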
Target sequence (P55212 24-179 limits assumed): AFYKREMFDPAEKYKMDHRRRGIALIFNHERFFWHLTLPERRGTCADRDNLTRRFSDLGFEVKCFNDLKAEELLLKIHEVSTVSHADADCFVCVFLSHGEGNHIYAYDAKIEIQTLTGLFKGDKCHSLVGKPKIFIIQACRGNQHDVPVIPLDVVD
Target sequence (P55212 194-293 limits assumed): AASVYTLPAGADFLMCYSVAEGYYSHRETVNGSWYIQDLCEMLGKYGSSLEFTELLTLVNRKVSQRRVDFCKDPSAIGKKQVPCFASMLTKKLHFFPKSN
EWS-Fli inh: inhibitors of EWS/Fli oncoprotein transcriptional activity; A673 NR0B1-luciferase reporter, viability-normalised; inhibition, % at 12.6 µM; 350,000 compounds, 0.67% hits; AID 651661;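 active = mean inhibition of at least 50% after viability correction, with every replicate also passing that limit; inconclusive = mean reaches 50% but only one of two replicates passes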;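 also: firefly luciferase signal divided by Alamar Blue viability fluorescence both relative to DMSO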
DENV2 CPE: inhibitors of DENV2 cytopathic effect; DENV2-infected cells, cytopathic effect rescue, plate reader; CPE inhibition, % at 9.99 µM; 350,000 compounds, 1.7% hits; in the data active = CPE inhibition above about 20%, passing the limit was not always enough; inconclusive = no clear call, values can overlap the other calls; tested in BHK-21 cells;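 also: 0% = median of neutral control wells and 100% = median of positive control wells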
LGR2 inh: inhibitors of bursicon-induced Drosophila LGR2 receptor cAMP signaling; 380,000 compounds, 0.35% hits; inhibition, % at 9.99 µM; HEK293 LGR2, CRE-luciferase, bursicon-stimulated, 4 h; AID 720647;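 active = drop in luminescence signal, shown as inhibition above about 50% in the replicate tests, limit read from the data, passing the limit was not always enough; inconclusive = probably only some replicates passing the limit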;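 also: agonist challenge used bursicon conditioned medium at about half maximal strength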
SIRT5 inh: blocks human SIRT5 desuccinylation of peptide; Q9NXA8; Purified SirT5, succinyl-peptide AMC, trypsin-coupled fluorescence; inhibition, % at 15 µM; 330,000 compounds, 1.1% hits; AID 652115; in the data active = inhibition above about 15%; inconclusive = no clear call, values can overlap the other calls
Target sequence (Q9NXA8 whole entry, looked up): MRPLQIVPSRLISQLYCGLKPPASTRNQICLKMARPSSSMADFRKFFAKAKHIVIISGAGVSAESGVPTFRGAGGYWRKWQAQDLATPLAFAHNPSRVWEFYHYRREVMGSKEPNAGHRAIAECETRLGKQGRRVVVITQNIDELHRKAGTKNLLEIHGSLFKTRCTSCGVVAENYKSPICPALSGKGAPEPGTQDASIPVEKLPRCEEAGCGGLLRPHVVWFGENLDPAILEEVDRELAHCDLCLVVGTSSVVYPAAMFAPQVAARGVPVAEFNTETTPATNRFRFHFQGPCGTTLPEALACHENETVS
ARNT-TACC3 inh: disruptors of human ARNT/TACC3 interaction | Q9Y6A5 | inhibition, % at 9.99 µM | 390,000 compounds, 0.66% hits | AlphaScreen His-ARNT PAS-B/GST-TACC3 binding, luminescence; TACC3 fragment carries E629A point mutation;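 active = mean inhibition of replicates at least 50% and at least half of replicates each reaching 50%; inconclusive = half or more replicates reach 50% but mean below 50%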;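 also: 0% = complete ARNT plus TACC3 wells and 100% = ARNT alone without TACC3; many hits fall short of the cut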
PAX8 reporter: lowers PAX8-driven luciferase in RMG-I cells; 360,000 compounds, 1.2% hits; AID 652154; inhibition, % at 12.6 µM; RMG-I TPO-luciferase reporter, SteadyGlo, 24 h;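 active = mean replicate inhibition at least 60% with every replicate also reaching 60%; inconclusive = only one of the two criteria is met; inactive = mean below 60% and not all replicates reaching 60%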;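 also: luciferase light reporting Pax8 driven TPO promoter activity; plate controls were median of neutral control wells for no effect and mitoxantrone controls for full effect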
Starred values were filed as active, the others as inactive; ? = inconclusive; nt = no result given.

SMILES | Casp6 inh | EWS-Fli inh | DENV2 CPE | LGR2 inh | SIRT5 inh | ARNT-TACC3 inh | PAX8 reporter
O=C(c1ccc(Cn2cnnn2)cc1)N1CCCC(Nc2ccc(F)cc2)C1 (stereo not given) | -1 | nt | 5 | 11 | 0 | 1 | 8
Cc1ccc(C(=O)NCC(=O)OC(C)C(=O)Nc2ccc(N(C)C)cc2)s1 (stereo not given) | -1 | -10 | 13 | 37 | -13 | -1 | 2
C[C@@H]1CN([C@@H](C)CO)C(=O)c2cc(NC(=O)Cc3ccccc3)ccc2O[C@@H]1CN(C)Cc1ccccc1 | -1 | -6 | -10 | -12 | 9 | -9 | 6
Cc1ccccc1S(=O)(=O)N1CC(=O)N2[C@@H](CO)[C@H](c3ccc(C#CCN(C)C)cc3)[C@@H]2C1 | -1 | 3 | 14 | 1 | -1 | nt | nt
COc1ccc(N(CC(=O)NCCSCc2cccc(Cl)c2)S(C)(=O)=O)cc1 | 1 | -10 | -5 | 9 | -1 | 5 | 17
O=C1NC[C@H](c2ccccc2)OC(=O)[C@H](Cc2ccc(F)cc2)C/C=C\C[C@@H]1CC(=O)N(CCO)Cc1ccccc1 | 3 | 2 | -7 | 2 | 4 | -4 | 8
COc1ccc(Nc2nc(NCCO)nc(N3CCCC3)n2)cc1 | 2 | -7 | 14 | -17 | nt | 1 | 3
CC1CC1C(=O)OCC(=O)Nc1ccc(Cl)cn1 (stereo not given) | 4 | -6 | 6 | -30 | -3 | nt | -15
O=C(Nc1ccc(N2CCOCC2)cc1)c1nc2ccccc2s1 | -3 | 28 | 4 | 29 | 4 | -2 | -146
CSC[C@H]1CN(c2ccc(Br)cc2)C(=O)[C@@H]1CC(=O)Nc1ccc(Br)cc1 | 2 | -2 | 12 | 2 | 3 | nt | -2
O=S(=O)(NCCc1csc(-c2ccc(C(F)(F)F)cc2)n1)c1ccc2c(c1)OCCO2 | -1 | 14 | -6 | -27 | -2 | -1 | -6
CC1C(=O)N(Cc2cn(CCC3OCCCO3)nn2)CCS(=O)(=O)N1Cc1ccc(-c2ccc(Cl)cc2)cc1 (stereo not given) | 2 | 5 | -6 | 16 | 1 | nt | 20
COc1ccccc1C(=O)Nc1ccc2c(c1)C(=O)N(C)C[C@@H](OC)[C@@H](C)CN[C@H](C)CO2 | 2 | 5 | 17 | -9 | -1 | -9 | -9
COc1cccc(N2CCN(C(=O)Cn3c(=O)oc4ccccc43)CC2)c1 | 0 | 0 | 1 | 8 | -2 | -13 | -21
COc1cc(CO)c(Br)cc1OCC(=O)Nc1ccccc1C | 3 | -7 | 0 | -18 | -3 | nt | -40
CC=Cc1ccc2n(c1=O)C[C@H]1[C@H](CO)[C@@H](C(=O)NCCC)N(CC3CCCC3)[C@@H]21 (mixture of isomers) | 4 | 8 | -6 | 3 | 11 | 6 | -7
CCOc1ccc(NC(=O)N2CCC(n3nnc4ccccc43)CC2)cc1 | 0 | 0 | 10 | 2 | -8 | -5 | -20
OC(CNCCNc1ncccc1C(F)(F)F)COc1ccc(F)cc1 (stereo not given) | 3 | -1 | 9 | 10 | 3 | -3 | -14
COc1cc(C(=O)N/N=C/c2ccc(OC)c(CN3CCN(c4ccc(F)cc4)CC3)c2)ccc1O | 2 | 11 | 0 | 5 | 3 | 15 | 11
CCOC(=O)Cn1cnc(-c2ccc([N+](=O)[O-])cc2)c1 | nt | nt | nt | -39 | nt | 8 | -34
CC(C)(C)c1ccc(C(=O)Nc2nnc(Cc3c[nH]c4ccccc34)s2)cc1 | nt | 7 | nt | 9 | nt | -2 | 19
Cc1ccc(S(=O)(=O)N2CCC(C(=O)NNC(=O)c3ccc(F)cc3)CC2)cc1 | 0 | 0 | 1 | 22 | -3 | -3 | -5
COC(=O)N1N=C(c2ccccc2)CC1(O)C(F)(F)F (stereo not given) | 8 | -50 | -1 | -3 | -5 | 2 | nt
COc1cc(-c2cnc3c(NC(C)=O)cc(-c4cccc(C(=O)NCCO)c4)cn23)cc(OC)c1OC | 4 | -1 | -5 | -16 | 1 | nt | 17

Arranged by the number under DENV2 CPE (high to low): some entries from above
SMILES | DENV2 CPE
COc1ccccc1C(=O)Nc1ccc2c(c1)C(=O)N(C)C[C@@H](OC)[C@@H](C)CN[C@H](C)CO2 | 17
CCOc1ccc(NC(=O)N2CCC(n3nnc4ccccc43)CC2)cc1 | 10
COc1cc(C(=O)N/N=C/c2ccc(OC)c(CN3CCN(c4ccc(F)cc4)CC3)c2)ccc1O | 0
CC=Cc1ccc2n(c1=O)C[C@H]1[C@H](CO)[C@@H](C(=O)NCCC)N(CC3CCCC3)[C@@H]21 (mixture of isomers) | -6

(cont.)
SMILES | Casp6 inh | EWS-Fli inh | DENV2 CPE | LGR2 inh | SIRT5 inh | ARNT-TACC3 inh | PAX8 reporter
O=C(Nc1ccc(NS(=O)(=O)c2ccccc2)cc1)c1ccccc1Cl | 1 | -2 | -5 | -2 | -3 | -11 | -1
O=C(COC(=O)Cn1ccc(=O)[nH]c1=O)Nc1ccc(F)cc1 | -3 | 0 | 7 | -18 | nt | -19 | -11
N#C/C(=C\c1ccccc1OCc1ccc(C(=O)O)cc1)c1ccccc1 | 4 | 3 | 8 | 21 | -1 | -4 | 36
COc1cc(CN2CC3(CCN(S(=O)(=O)c4cccs4)CC3)c3c(n(C)c4cc(OC)ccc34)[C@H]2CO)cc(OC)c1 | -1 | 24 | 13 | 12 | 4 | nt | 39
C[C@@H]1CN([C@H](C)CO)C(=O)c2cc(NS(=O)(=O)c3cn(C)cn3)ccc2O[C@@H]1CN(C)Cc1ccc(Cl)c(Cl)c1 | 3 | -2 | 9 | 9 | -1 | -4 | 13
C[C@@H]1CCCCO[C@@H](CN(C)C(=O)C2CCCCC2)[C@@H](C)CN([C@H](C)CO)C(=O)c2cc(NC(=O)Nc3ccc4c(c3)OCO4)ccc2O1 | 2 | -1 | 7 | -13 | -5 | 6 | nt
CCOc1ccc(/C=N/Nc2ccc(C(F)(F)F)cc2[N+](=O)[O-])cc1O | -2 | 1 | -3 | -5 | -1 | -22 | 22
CCn1c(SCC(=O)O)nnc1-c1ccccc1OC | 1 | 8 | 8 | 26 | -1 | 18 | -11
COc1ccccc1S(=O)(=O)N[C@H]1CC[C@H](CC(=O)NCc2cc(F)cc(F)c2)O[C@@H]1CO | -1 | 1 | -8 | 16 | 8 | nt | -14
Cc1noc(C)c1S(=O)(=O)Nc1ccc2c(c1)CC(=O)N([C@H](C)CO)C[C@H](C)[C@H](CN(C)C(=O)Nc1ccccc1)O2 | -3 | -12 | -3 | -6 | -2 | nt | nt
CC1(Oc2ccc(CC#N)cc2)CCN(Cc2ccccc2OC(F)F)C1 (stereo not given) | -1 | -1 | -7 | 17 | nt | nt | -10
CO[C@H]1CN(C)C(=O)c2cc(NS(=O)(=O)c3ccccc3C)ccc2OC[C@H](C)NC[C@@H]1C | 0 | -7 | nt | -4 | -2 | -7 | nt
COc1cc(NC(=O)Cc2cccs2)c(C(=O)O)cc1OC | -3 | 2 | -3 | -5 | 0 | nt | 21
C[C@H](CO)N1C[C@H](C)[C@@H](CN(C)C(=O)Cc2ccccc2)OCCCC[C@H](C)Oc2ccc(NS(=O)(=O)c3ccc(Cl)cc3)cc2C1=O | -1 | 0 | 1 | 16 | 3 | nt | -4
COc1ccc(/C=N/N=C2/NC(=O)C(CC(=O)NC(C)C)S2)cc1 (stereo not given) | -1 | -1 | ? | -4 | -4 | -10 | -8
COCC(=O)N(C[C@@H]1N[C@@H](CO)[C@@H]1c1ccc(C2=CCCC2)cc1)C(C)C | nt | -7 | ? | -11 | nt | 5 | -4
C[C@@H]1CN([C@@H](C)CO)C(=O)c2cc(C#CC3CC3)cnc2O[C@@H]1CN(C)S(=O)(=O)c1cccc(F)c1 | 1 | 6 | 3 | -1 | 1 | -1 | nt
CCCCCN(C(=O)CCC(=O)OC(C)C(=O)c1ccccc1)c1c(N)n(CCCC)c(=O)[nH]c1=O (stereo not given) | 0 | 0 | 8 | 7 | 6 | 2 | nt
O=C(COc1ccccc1)N=C1SC2CS(=O)(=O)CC2N1c1ccc(F)cc1F (stereo not given) | 2 | nt | 0 | 13 | -3 | -8 | -2
O=c1c2ccccc2cnn1Cc1n[nH]c(=S)n1-c1ccc(Cl)cc1 | nt | nt | nt | -2 | nt | -18 | 14
O=C(c1nn(-c2ccccc2)c(=O)c2ccccc12)N1CCN(c2ncccn2)CC1 | 0 | 2 | 3 | nt | -3 | -5 | 31
Cc1noc(C)c1S(=O)(=O)Nc1ccc2c(c1)C(=O)N([C@@H](C)CO)C[C@H](C)[C@H](CN(C)Cc1ccccc1)OCCCC[C@@H](C)O2 | 5 | 11 | 9 | -3 | 2 | 11 | -1
C[C@@H]1CN([C@@H](C)CO)C(=O)c2cc(-c3cccc(C#N)c3)cnc2O[C@@H]1CN(C)Cc1cccnc1 | 0 | -2 | -2 | -3 | 3 | 24 | 11
O=S(=O)(Cc1ccccc1)N1CCC(c2nc(-c3cccs3)no2)CC1 | 4 | -3 | 14 | 7 | 0 | -2 | nt

Fetched by structure from above (three):
SMILES | Casp6 inh | EWS-Fli inh | DENV2 CPE | LGR2 inh | SIRT5 inh | ARNT-TACC3 inh | PAX8 reporter
CC1CC1C(=O)OCC(=O)Nc1ccc(Cl)cn1 (stereo not given) | 4 | -6 | 6 | -30 | -3 | nt | -15
O=C(Nc1ccc(NS(=O)(=O)c2ccccc2)cc1)c1ccccc1Cl | 1 | -2 | -5 | -2 | -3 | -11 | -1
COc1ccccc1C(=O)Nc1ccc2c(c1)C(=O)N(C)C[C@@H](OC)[C@@H](C)CN[C@H](C)CO2 | 2 | 5 | 17 | -9 | -1 | -9 | -9

Back to the main list with the 2 entries that preceded the break.
SMILES | Casp6 inh | EWS-Fli inh | DENV2 CPE | LGR2 inh | SIRT5 inh | ARNT-TACC3 inh | PAX8 reporter
C[C@@H]1CN([C@@H](C)CO)C(=O)c2cc(-c3cccc(C#N)c3)cnc2O[C@@H]1CN(C)Cc1cccnc1 | 0 | -2 | -2 | -3 | 3 | 24 | 11
O=S(=O)(Cc1ccccc1)N1CCC(c2nc(-c3cccs3)no2)CC1 | 4 | -3 | 14 | 7 | 0 | -2 | nt
COc1cc(NC(=O)c2cccs2)c(OC)cc1NC(=O)Nc1ccc(F)cc1 | -5 | 8 | 1 | 24 | -4 | -1 | 11
C/C(=C/C(=O)N1CCc2ccccc21)C(=O)O | -1 | 3 | -4 | nt | 1 | -6 | 2
C[C@H]1CN([C@@H](C)CO)C(=O)c2cccc(NC(=O)Nc3ccc(F)cc3)c2O[C@@H]1CN(C)CC1CCCCC1 | 2 | 4 | ? | 10 | 2 | -5 | -7
O=C(/C=C/c1ccc(O)c(O)c1)c1ccc(S(=O)(=O)N2CCCCCC2)cc1 | 24 | nt | -4 | 7 | nt | 4 | 24
O=C(C[C@@H]1CC[C@H](NC(=O)c2ccccc2)[C@@H](CO)O1)NCc1ccc(Oc2ccccc2)cc1 | 1 | 3 | 14 | 12 | -3 | -1 | -3
CN(C)CCN1C(=O)c2cccc3cc([N+](=O)[O-])cc(c23)C1=O | 2 | ? | -1 | nt | 2 | -3 | 39
COc1cccc(NC(=O)CN(C)C(=O)COc2ccc3ccccc3c2)c1 | nt | nt | nt | -11 | nt | 3 | 17
C[C@@H]1CN([C@@H](C)CO)C(=O)c2cc(C#CC3(O)CCCC3)cnc2O[C@H]1CN(C)C | -2 | -14 | 10 | 4 | -2 | -5 | nt
COCC(=O)N1C[C@@H](C)[C@H](OC)CN(C)C(=O)c2ccc(NC(=O)c3cc(C)on3)cc2OC[C@H]1C | -2 | -10 | 2 | -8 | 2 | 2 | -19
NC(=O)CCn1c2ccccc2c2ccccc21 | 1 | 0 | 2 | 22 | 2 | -4 | 6

Source: PubChem BioAssay (Broad Institute)
